Giardia killer: kills Giardia lamblia. Giardia lamblia trophozoite viability. activity change, % at 7.66 µM, hits read low. 340,000 tested, 0.15% active; in the data active = activity change below about -80%; inconclusive = between about -30% and that limit;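 also: parasites exposed to compound for two days anaerobically before the ATP read; % is scaled to controls: 0 for no effect and ±100 for the full control effect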
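Luminescence from cellular ATP indicates surviving trophozoites (100 cells/well) following 48 hrs anaerobic compound treatment at 37 deg C; signal develops 15-30 min at room temperature.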
FBPA coupling cs: coupling enzyme interference in Giardia aldolase counter-screen | 290,000 tested, 0.67% active | activity change, negative = inhibition, % at 58.2 µM, hits read low | AID 2472 | coupling enzyme system counterscreen, AmpLite Red fluorescence; in the data active = activity change below about -30%; also: % is scaled to controls: 0 for no effect and ±100 for the full control effect
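Counterscreen of the coupled detection system alone, without aldolase: glyceraldehyde-3-phosphate coupling enzymes plus AmpLite Red readout. Compounds at 57.5 uM final, 10 min RT preincubation, 20 min RT reaction, fluorescence 525/598 nm.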
Menin MLL FP TR: menin-MLL binding inhibition, Texas Red mutant peptide | O00255 | Menin + Texas Red MLL mutant peptide, fluorescence polarization | Potency, µM (titrated, usually from 61.6 µM), without a hit: at the top dose FP activity change, negative = inhibition, most hits filed as inhibitors | 270,000 tested, 0.23% active | AID 1768; active = well fitted inhibition curve with a large enough effect in the polarisation, with a control signal flat, not every such curve was filed as active; inconclusive = small, poorly fitted or top-dose-only effect, or effect the other way, or a change in a side signal; inactive = no such curve, though single readings can be large or run the other way; the % refers to the polarisation; also: potency is read from the fitted curve at half-maximal effect; % of control where 0% means no effect; many of its hits are not listed in these tables
Target sequence (O00255 whole entry, looked up): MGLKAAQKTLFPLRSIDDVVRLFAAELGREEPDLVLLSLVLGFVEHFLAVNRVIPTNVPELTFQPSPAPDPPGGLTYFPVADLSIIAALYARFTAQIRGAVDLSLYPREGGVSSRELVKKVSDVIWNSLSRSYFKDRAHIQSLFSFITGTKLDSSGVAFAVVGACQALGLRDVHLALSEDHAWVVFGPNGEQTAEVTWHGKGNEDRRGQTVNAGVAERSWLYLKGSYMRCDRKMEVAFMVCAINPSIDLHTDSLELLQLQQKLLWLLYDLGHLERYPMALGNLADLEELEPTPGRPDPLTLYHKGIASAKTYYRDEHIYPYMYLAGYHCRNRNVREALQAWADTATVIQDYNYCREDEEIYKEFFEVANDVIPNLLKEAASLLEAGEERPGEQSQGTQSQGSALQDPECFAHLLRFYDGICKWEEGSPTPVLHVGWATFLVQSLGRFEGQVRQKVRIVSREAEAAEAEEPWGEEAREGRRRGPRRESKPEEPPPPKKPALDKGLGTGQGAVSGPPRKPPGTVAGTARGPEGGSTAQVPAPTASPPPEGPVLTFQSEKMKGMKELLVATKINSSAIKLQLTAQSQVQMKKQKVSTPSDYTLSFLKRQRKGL
PKM2 act: PKM2 (human) enzyme activation; P14618; purified PKM2, Kinase-Glo ATP luminescence, activation; response scale: 0% is enzyme alone, no compound; Potency, µM (top dose mostly 57.5 µM), without a hit: at the top dose activation, actives largely listed as activators; 260,000 tested, 0.34% active; also: potency is read from the fitted curve at half-maximal effect; % is scaled to controls: 0 for no effect and ±100 for the full control effect; nearly all actives have a fitted effect of over 55% in size
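Purified hPK-M2 (>95%) run at intermediate activity with 0.1 mM ADP and 0.5 mM PEP in 50 mM imidazole pH 7.2, KCl, MgCl2; 1 h room temperature. ATP formed read by Kinase-Glo luminescence; normalized to uninhibited and no-enzyme controls.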
Integrin act MD: activates integrin-mediated alleviation for muscular dystrophy. alpha7betagal myoblasts, beta-gal FDG fluorescence, 48 h. Potency, µM (titrated, usually from 38.3 µM), for the others: at the top dose activation, usual class: activators. 350,000 tested, 0.064% active;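 also: potency is read from the fitted curve at half-maximal effect; 100% = response of the positive control SU9516; nearly all actives have a fitted effect of over 60% in size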
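alpha7betagal+/- myoblasts (passage 13, 250/well) treated 48 h at 37C with compounds at 1:260 dilution of DMSO stock. Lysed, then beta-galactosidase activity read as FDG fluorescence (ex 480/em 540) after 30 min, with pre-read for autofluorescence.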
* = called active by the depositor; ? = inconclusive; · = no result given; & = joins results of further samples; [ ] = another dose, or the depositor's remark. Unless noted, calls follow the shape of the dose curve; as a rule, active = well fitted activation curve with a large enough effect; inconclusive = small, poorly fitted or top-dose-only effect; inactive = no such curve, though single readings can be large or run the other way. Only part of the results is shown. The share of hits here may be higher or lower than overall.

smiles | Giardia killer | FBPA coupling cs | Menin MLL FP TR | PKM2 act | Integrin act MD
CC(C)=CC(=O)Oc1ccc(C(=O)N(C)c2ccccc2I)cc1 | 36[activator] | -1 | 12% | · | ·
NC(Cc1ccccc1)C(O)c1ccco1 (centres undefined) | 30[activator] | -2 | -13% | · | ·
COc1ccc(-c2ccc(N(C)C)cc2)cc1C1C2C=CCC(C)C2C(=O)N1Cc1ccccc1 (centres undefined) | 0 | 0 | -1% | · | ·
CC1CC=CC2C1C(=O)N(Cc1ccccc1)C2c1ccc(/C=C/c2ccccc2)cc1F (centres undefined) | -29 | 0 | -4% | · | ·
CCCC[C@H]1CCCO[C@@](C(=O)NCc2ccccc2)(C(F)(F)F)C1 | 36[activator] | -2 | -2% | · | ·
CC(=O)OCC(NC(=O)C(CCCCNC(=O)OCc1ccccc1)NC(=O)OC(C)(C)C)C1OC(n2ccc(=O)[nH]c2=O)C(OC(C)=O)C1OC(C)=O (centres undefined) | -4 | 4 | -10% | · | ·
O=C1C[C@H](c2ccc(-c3ccccc3)cc2)N1S(=O)(=O)c1ccccc1[N+](=O)[O-] | -11 | 16 | 2% | · | ·
C=CCOC(/C=C/c1ccccc1)CC (centres undefined) | 4 | 3 | ? | · | ·
COc1ccc(C2C=C3CNS(=O)(=O)C3CC2OC(=O)c2ccc(Cl)cc2)cc1 (centres undefined) | 33[activator] | 1 | 64%[activator] | · | ·
COc1ccc(-c2ccc(C3C4C=CCC(C)C4C(=O)N3Cc3ccccc3)c(F)c2)cc1OC (centres undefined) | -20 | 0 | -16% | · | ·

Among those listed so far, these contain sulfur.
smiles | Giardia killer | FBPA coupling cs | Menin MLL FP TR | PKM2 act | Integrin act MD
O=C1C[C@H](c2ccc(-c3ccccc3)cc2)N1S(=O)(=O)c1ccccc1[N+](=O)[O-] | -11 | 16 | 2% | · | ·
COc1ccc(C2C=C3CNS(=O)(=O)C3CC2OC(=O)c2ccc(Cl)cc2)cc1 (centres undefined) | 33[activator] | 1 | 64%[activator] | · | ·

Next entries follow.
smiles | Giardia killer | FBPA coupling cs | Menin MLL FP TR | PKM2 act | Integrin act MD
CCCN1CCC(=O)N(C(CSc2ccc(Br)cc2)c2ccccc2)CC1 (centres undefined) | -11 | 12 | -20% | · | ·
COc1ccc(C2CC(c3ccccc3)Oc3cc(OC)ccc32)cc1 (centres undefined) | 3&-7 | -6&-8 | 15%&-19% | · | ·
CC(=O)Nc1ccc(SCC(c2ccccc2)N2CCN(CCc3ccccc3)CCC2=O)cc1 (centres undefined) | -1 | -2 | 7% | · | ·
CNC(=O)C1(C(F)(F)F)C/C(=C/CCO)CCCO1 (centres undefined) | -8 | 3 | -24% | · | ·
COc1ccc(SCC(Cc2ccccc2)N2CCN(CC(C)C)CCC2=O)cc1 (centres undefined) | -17 | 6 | -27% | · | ·
C=C1CCN(C(CC(C)C)C(=O)Nc2ccc(OC)cc2)S(=O)(=O)c2ccccc21 (centres undefined) | 0 | -4 | 13% | · | ·
COP1(=O)CC(O)C(O)C(COCc2ccccc2)O1 (centres undefined) | 38[activator] | -1 | -11% | · | ·
COC(=O)C(CC(C)C)NS(=O)(=O)c1ccccc1Br (centres undefined) | -4 | -4 | 6% | · | ·
COc1ccc(C2C=C3CN(C(=O)OC(C)(C)C)S(=O)(=O)C3CC2OC(=O)c2cccc(C)c2)cc1 (centres undefined) | -11 | -4 | -8% | · | ·
COc1ccc(SCC(Cc2ccccc2)N2CCN(C)CCC2=O)cc1 (centres undefined) | 7 | 3 | -16% | · | ·
CC(=O)n1nnc2ccccc21 | 1 | 3 | -18% | · | ·
COc1ccc(C2CC(=O)Oc3c(C(CCN4CCOCC4)c4ccc5c(c4)OCO5)c(OC)cc(OC)c32)cc1 (centres undefined) | -6 | 3 | -23% | · | ·
Cc1cccc(CN2CC34CCC(CC3S2(=O)=O)O4)c1 (centres undefined) | -16 | 7 | -15% | · | ·
CC(OCc1ccccc1)C(NC(=O)OC(C)(C)C)C(=O)NC1COC2CC(n3ccc(=O)[nH]c3=O)OC12 (centres undefined) | 25 | 4 | -1% | · | ·
Cc1cc(CNC(=O)[C@]2(C(F)(F)F)C[C@H](CCC3CCCCC3)CCCO2)nn1C | -16 | 0 | ? | · | ·
COc1ccc(Br)cc1C1C2C=CCC(C)C2C(=O)N1Cc1ccccc1 (centres undefined) | 20 | 4 | -16% | · | ·
O=C(NCCN1CCOCC1)C1(C(F)(F)F)C/C(=C/CCO)CCCO1 (centres undefined) | 15 | -2 | 0% | · | ·
O=C1C2C(c3ccccc3)CC=CC2C(c2ccc(C(F)(F)F)cc2)N1Cc1ccccc1 (centres undefined) | -11 | 2 | -4% | · | ·
O=C1C[C@@H](c2ccccc2Cl)N1S(=O)(=O)c1ccccc1[N+](=O)[O-] | -11 | -3 | -23% | · | ·
COC(=O)C1=C[C@@H](C(=O)OC)[C@@H]2C3=C(C(=O)[C@@]2(CC(C)C)NC(=O)c2ccccc2)[C@H](C)n2c(=O)n(-c4ccccc4)c(=O)n2[C@@H]3C1 | 3 | -1 | 6% | · | ·
CCC1CC=CC2C1C(=O)N(Cc1ccccc1)C2c1cccc([N+](=O)[O-])c1 (centres undefined) | ? | 1 | -23% | · | ·
Cc1ccc(SCC(Cc2ccccc2)N2CCN(C)CCC2=O)cc1 (centres undefined) | -28 | 1 | 4% | · | ·
CNC(=O)[C@]1(C(F)(F)F)C[C@H](CCc2ccccc2)CCCO1 | -1 | -4 | 4% | · | ·
CC(=O)c1ccc(-c2c(C3C4C=CCCC4(C)C(=O)N3Cc3ccccc3)ccc3ccccc23)cc1 (centres undefined) | 12 | 0 | ? | · | ·
CCCCC(=O)N1C/C=C\C(c2ccc(OC)cc2)N(Cc2ccc(F)cc2)C(=O)C1C (centres undefined) | 38[activator] | 0 | 1% | · | ·
COC(=O)C1=C[C@@H](C(=O)OC)[C@@H]2C3=C(C(=O)[C@]2(C)NC(=O)c2ccccc2)[C@H](C)[C@@H]2C(=O)NC(=O)[C@@H]2[C@@H]3C1 | 23 | 1 | 0% | · | ·
COc1ccc(C2/C=C\CN(C(=O)C3CC3)C(C)C(=O)N2Cc2ccc(F)cc2)cc1 (centres undefined) | 1 | 5 | -6% | · | ·
COc1ccc(C(CCN2CCCC(C)C2)c2c(O)cc(OC)cc2OC)cc1 (centres undefined) | -17 | -1 | -9% | · | ·
C=C1CCN(C(Cc2ccccc2)C(=O)N2CCOCC2)S(=O)(=O)c2ccccc21 (centres undefined) | 3 | -1 | 8% | · | ·
CC(=O)OCC(NC(=O)C(CCCCNC(=O)OCc1ccccc1)NC(=O)OC(C)(C)C)C1OC(n2cc(C)c(=O)[nH]c2=O)C(OC(C)=O)C1OC(C)=O (centres undefined) | 5 | 0 | -21% | · | ·
COc1ccc(C2CC(c3ccccc3)Oc3ccc(C(C)(C)C)cc32)cc1 (centres undefined) | -11&-29 | -2&3 | 4%&21% | · | ·
CN(C)c1ccc(-c2cc(C3C4C=CCCC4(C)C(=O)N3Cc3ccccc3)ccc2F)cc1 (centres undefined) | -27 | 1 | -20% | · | ·
CN(C)/[N+]([O-])=N/Oc1cc(O/[N+]([O-])=N/N2CCCC2CO)c([N+](=O)[O-])cc1[N+](=O)[O-] (centres undefined) | ? | 1 | 21% | · | ·
COc1ccc(C2CC(c3ccccc3)Oc3cc(OC)c(OC)c(OC)c32)cc1 (centres undefined) | -7&-7 | -7&-4 | -1%&-8% | · | ·
Cc1ccc(SCC(CC(C)C)N2CCN(C)CCC2=O)cc1 (centres undefined) | -14 | 3 | -11% | · | ·
O=C(NCc1ccccc1)C1(C(F)(F)F)C/C(=C\Cc2ccccc2)CCCO1 (centres undefined) | 13 | 1 | 1% | · | ·
C/C=C1\COC(C(=O)NCCN2CCOCC2)(C(F)(F)F)C=C1C=C(C)C (centres undefined) | 17 | -3 | -5% | · | ·
CN1C(=O)CC2(C=CC(=O)C=C2OC(=O)c2ccccc2)c2ccccc21 (centres undefined) | 51[activator] | 4 | -13% | · | ·
CCCCCCC(=O)N1C/C=C\C(c2ccc(OC)cc2)N(Cc2ccc(F)cc2)C(=O)C1Cc1ccccc1 (centres undefined) | 13 | 1 | ? | · | ·
C=CCCN(C(Cc1ccccc1)C(=O)OC)S(=O)(=O)c1cc(Br)ccc1Br (centres undefined) | -13 | -1 | -7% | · | ·
COC(=O)C(NS(=O)(=O)CCl)C(C)C (centres undefined) | 14 | 2 | 19% | · | ·
Cc1ccc(-c2cc(C3C4C=CCC(C)C4C(=O)N3Cc3ccccc3)ccc2F)cc1 (centres undefined) | -6 | 0 | ? | · | ·
Cc1cccc(CN2CC34C=CC(CC3S2(=O)=O)O4)c1 (centres undefined) | 3 | 3 | 14% | · | ·
COc1ccc(Br)cc1C1C2C=CCCC2(C)C(=O)N1Cc1ccccc1 (centres undefined) | 22 | 6 | -30% | · | ·
CC(=O)Nc1ccc(SCC(CC(C)C)N2CCN(C)CCC2=O)cc1 (centres undefined) | 6 | 5 | -7% | · | ·
COCO[C@H]([C@@H](C)C=C(Br)Br)[C@@H](C)COCc1ccc(OC)cc1 | -10 | 1 | -15% | · | ·
CC(C)CC(CSc1ccc(Br)cc1)N1CCN(CCc2ccccc2)CCC1=O (centres undefined) | 0 | 2 | -14% | · | ·
CC(C)(C)OC(=O)NC(Cc1ccccc1)C(O)c1ccco1 (centres undefined) | 4 | 0 | -12% | · | ·
COc1ccc(SCC(c2ccccc2)N2CCN(CC(C)C)CCC2=O)cc1 (centres undefined) | 45[activator] | -1 | -28% | · | ·
CC1CC=CC2C1C(=O)N(Cc1ccccc1)C2c1ccc2ccccc2c1Br (centres undefined) | 10 | -2 | ? | · | ·

The list goes on.
smiles | Giardia killer | FBPA coupling cs | Menin MLL FP TR | PKM2 act | Integrin act MD
Cc1ccc(F)c(C2C3C=CCC(c4ccccc4)C3C(=O)N2Cc2ccccc2)c1 (centres undefined) | 0 | -2 | -18% | · | ·
C[C@@]12C=Cc3occc3[C@H]1CC[C@]13CC(=O)[C@@H](CC[C@H]12)C3 | 1 | -2 | 0% | · | ·
COc1ccc(C2/C=C\CN(Cc3ccco3)C(C)C(=O)N2Cc2ccc(F)cc2)cc1 (centres undefined) | ? | -1 | -2% | · | ·
C=C1CCN(C(CC(C)C)C(=O)Nc2nc3ccc(Cl)cc3s2)S(=O)(=O)c2ccccc21 (centres undefined) | -8 | 0 | -6% | · | ·
CC(C)COC(=O)N1C(COCc2ccccc2)CCC=CS1(=O)=O (centres undefined) | -6 | 1 | 28% | · | ·
C=C1CCN(C(CC(C)C)C(=O)NN2CCOCC2)S(=O)(=O)c2ccccc21 (centres undefined) | -28 | 1 | 1% | · | ·
COc1ccc(C2/C=C\CN(C(=O)C3CC3)C(Cc3ccccc3)C(=O)N2Cc2ccc(F)cc2)cc1 (centres undefined) | 16 | 0 | 2% | · | ·
COc1cc(OC)c2c(-c3ccccc3)cc(=O)oc2c1C(CC(=O)N1CCCC1)c1ccc(N(C)C)cc1 (centres undefined) | 1 | 6 | -27% | · | ·
OB(O)c1cc2ccccc2o1 | 16 | 1 | 15% | -9% | ·
OB(O)c1ccc(B(O)O)cc1 | 3 | 0 | -11% | -3% | ·
C=C(C)CN1C(=O)C(C)SC1=NN=C1SCC(=O)N1C (centres undefined) | · | · | · | · | 16%
C[C@H](CO)N1C[C@H](C)[C@@H](CN(C)S(=O)(=O)c2cccs2)OCc2cn(nn2)CCCC1=O | · | · | · | · | 15%
CC(C)N1CCN(c2ccncc2S(=O)(=O)N2CCCCC2)CC1 | · | · | · | · | -23%
COc1ccc(C2NC(=O)NC(C)=C2C(=O)OC2CCCCC2)cc1 (centres undefined) | · | · | · | · | 6%
O=C1CN(C(=O)CN2CCN(S(=O)(=O)c3ccccc3F)CC2)c2ccccc2N1 | · | · | · | · | -5%
